Bioassay records from PubChem.
TcdB GH inh – TcdB glycohydrolase inhibition. TcdB glycohydrolase enzymatic assay, plate reader. inhibition, % at 9.99 µM. actives 0.24% (n = 350,000); in the data active = inhibition above about 10%
BH1578 lux ind – quorum light induction in luxS cqsA deficient V. cholerae. V. cholerae BH1578 lux reporter, luminescence, 6 h. activation, % at 18.7 µM. actives 0.16% (n = 350,000). AID 588436; in the data active = activation mostly above about 9.7%, no sharp cut-off; inconclusive = no clear call, values can overlap the other calls; inactive = mostly below about 3.7%; note: not every result past the cut was called active; inactives centre near 0; reference of the scale not given here
FadD28 binding – M. tuberculosis FadD28 bisubstrate binding inhibition; AID 588549; actives 0.22% (n = 360,000); FadD28 bisubstrate probe binding, fluorescence polarization; inhibition, % at 12.5 µM; in the data active = inhibition above about 8.5%, passing the limit was not always enough; inconclusive = no clear call, values can overlap the other calls
GDH-TPI inh – counter-screen for M. tuberculosis FBA inhibitors: GDH-TPI coupled enzymes. inhibition, % at 4.8 µM. GDH-TPI coupled enzyme counterscreen, NADH absorbance. actives 1.2% (n = 360,000); in the data active = inhibition above about 30%;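 note: 0% = DMSO wells and 100% = wells lacking the enzyme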
BioA inh – blocks M. tuberculosis BioA enzyme activity. purified M. tuberculosis BioA enzyme, plate reader. inhibition, % at 9.99 µM. actives 0.096% (n = 360,000). AID 602481; in the data active = inhibition above about 40%; inconclusive = no clear call, values can overlap the other calls
PfHsp40 yeast – restores yeast growth despite PfHsp40 toxicity. S. cerevisiae expressing PfHsp40, growth rescue, ATP luminescence. actives 0.68% (n = 340,000). growth rescue, % at 12.5 µM. AID 504582; in the data active = growth rescue above about 28%, passing the limit was not always enough; inconclusive = no clear call, values can overlap the other calls;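 note: yeast W303a lacking pdr1 and pdr3 grown in galactose medium; growth measured after three days at 30 °C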
FBA Mtb inh – inhibits M. tuberculosis FBA enzyme; P9WQA3; AID 588726; inhibition, % at 1 µM; actives 2.3% (n = 360,000); purified M. tuberculosis FBA, fluorescence read-out; in the data active = inhibition above about 27%;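 note: 0% = vehicle and 100% = reference inhibitor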
Target sequence (P9WQA3 whole entry, looked up): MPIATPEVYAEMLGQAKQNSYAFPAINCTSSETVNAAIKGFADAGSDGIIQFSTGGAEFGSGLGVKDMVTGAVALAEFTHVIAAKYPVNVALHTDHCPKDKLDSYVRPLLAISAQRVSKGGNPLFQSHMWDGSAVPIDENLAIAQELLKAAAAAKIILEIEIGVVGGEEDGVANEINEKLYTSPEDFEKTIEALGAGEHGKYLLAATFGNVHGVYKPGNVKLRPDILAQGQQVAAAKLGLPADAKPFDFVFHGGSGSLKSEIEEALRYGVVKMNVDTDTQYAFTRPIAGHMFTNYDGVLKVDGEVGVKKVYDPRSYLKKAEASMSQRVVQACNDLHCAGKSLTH
Yp Topo-I inh – Y. pestis Topo-I inhibition via cleavage products | Y. pestis Topo-I cleavage product accumulation, plate reader | activity, % at 10 µM | actives 0.064% (n = 360,000); in the data active = activity above about 50%, passing the limit was not always enough; inconclusive = no clear call, values can overlap the other calls; note: inactives centre near 2
UGM FP inh – Mtb UDP-galactopyranose mutase inhibition; P9WIQ1; purified UGM, fluorescence polarization probe displacement; inhibition, % at 10 µM; actives 0.06% (n = 320,000); in the data active = inhibition above about 10%, passing the limit was not always enough; inconclusive = no clear call, values can overlap the other calls
Target sequence (P9WIQ1 whole entry, looked up): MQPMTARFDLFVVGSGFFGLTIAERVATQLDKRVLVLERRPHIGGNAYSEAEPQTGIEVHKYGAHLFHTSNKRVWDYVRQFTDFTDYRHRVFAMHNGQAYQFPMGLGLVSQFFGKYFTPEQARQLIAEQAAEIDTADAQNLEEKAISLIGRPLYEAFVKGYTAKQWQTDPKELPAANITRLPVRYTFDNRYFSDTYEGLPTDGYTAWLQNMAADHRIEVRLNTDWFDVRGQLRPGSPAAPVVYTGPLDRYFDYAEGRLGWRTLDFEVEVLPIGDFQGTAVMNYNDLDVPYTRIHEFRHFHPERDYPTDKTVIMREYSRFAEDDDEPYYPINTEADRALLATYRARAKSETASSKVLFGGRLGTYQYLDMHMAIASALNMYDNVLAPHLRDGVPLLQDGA
* marks the source's active call; other numbers are inactive results; i = inactive; ? = inconclusive; . = not tested or not shown.

mol,TcdB GH inh,BH1578 lux ind,Yp Topo-I inh,GDH-TPI inh,PfHsp40 yeast,FadD28 binding,FBA Mtb inh,UGM FP inh,BioA inh
CC(=O)N(C(C)=O)c1ncnc2c1c(-c1ccc(Cl)cc1)nn2C(C)(C)C,2.1,-0.2,19,-2,-0.5,0.0,50*,2.4,.
CCN(CC)S(=O)(=O)c1cc(NC(=O)CCCOc2ccc(C(C)=O)cc2)ccc1C,0.3,-0.3,3,2,1.5,-1.1,1,-1.2,.
CN(CC(=O)Nc1ccccc1Cl)C(=O)CSc1nc2ccccc2s1,1.0,-0.3,15,-5,1.2,-1.9,2,-0.2,1.1
CCOC(=O)Cn1ccc(-c2ccccc2)c(C#N)c1=O,0.6,i,3,3,-0.8,0.0,6,4.0,.
CCn1c(SCc2ccc(C)cc2)nnc1-c1nn(-c2ccccc2)ccc1=O,.,i,46,22,0.8,1.1,7,0.1,6.6
COc1ccc(C(C)(C)C)cc1NC(=O)COC(=O)CN1C(=O)NC2(CCCCC2C)C1=O (stereo not drawn),1.1,-2.9,11,4,0.8,-4.0,-1,0.0,-0.6
Cc1ccc(NS(=O)(=O)c2ccc(C(=O)NC3CCN(Cc4ccccc4)CC3)cc2)cc1,1.0,21,-2,1,0.7,-1.4,-1,-0.8,-0.9
CCNC(=S)N(Cc1cc2cc(C)ccc2[nH]c1=O)C1CCCC1,.,1.5,15,16,0.2,0.9,4,-0.9,.
CC(CCn1cccn1)NC(=O)c1cc(COc2ccc(F)cc2Cl)on1 (stereo not drawn),0.5,i,2,-1,-0.6,-3.4,4,-0.2,-0.7
CC(/C=N/NC(=O)c1ccncc1)=C\c1ccc(C(C)C)cc1,.,2.7,33,24,-0.6,-0.8,-4,0.2,.
CC(=O)N1CCN(c2ccccc2NC(=O)COc2cc(C)cc(C)c2)CC1,1.8,-0.3,21,-5,1.6,-3.9,-2,-1.9,0.8
O=C(NCc1cccnc1)/C(=C\c1ccc(-c2ccc(Br)cc2)o1)S(=O)(=O)c1ccccc1,1.0,i,7,32*,1.0,-1.7,-1,0.3,0.7
O=C(CCN1C(=O)COc2ccccc21)NCc1cccs1,.,i,7,0,-0.4,-0.1,1,-1.4,7.4
COc1ccc(NC(=O)c2ccc3nc[nH]c3c2)c(OC)c1,1.2,-0.4,-12,25,0.4,1.2,-2,0.8,.
O=C(NC12CC3CC(CC(C3)C1)C2)c1cc(F)c(F)c(F)c1F,0.7,i,0,2,0.7,0.1,2,1.3,-1.9
O=C(c1ccc(Cl)cc1Cl)N1CCC(c2nc3c(nnn3Cc3ccco3)c(=O)[nH]2)CC1,.,-1.8,24,2,0.0,-4.6,-1,4.8,-0.4
Cc1ccc([N+](=O)[O-])cc1NC(=O)CCc1ccccc1,1.4,i,5,-3,1.4,-0.8,-3,-2.2,0.9
O=C(Nc1cccnc1)c1coc(=O)c2ccccc12,.,-0.6,-2,11,0.4,-1.6,12,5.0,3.1
C[C@H](O)[C@@H]1C(=O)N2CCc3ccc(-c4cccc(F)c4)cc3[C@@H]2C[C@@H]1N(C)C(=O)C(C)(C)C,2.6,i,46,-11,1.5,0.2,3,.,12
Cc1nnc(SCC(=O)NC2CCCCC2)n(N)c1=O,1.0,-0.9,-8,-3,0.8,-3.6,-4,-0.1,.
CCCN(c1ccc(OCC)cc1)S(=O)(=O)c1ccc2c(c1)NC(=O)CO2,2.9,-0.3,5,2,1.0,-2.8,2,-3.5,-1.2
O=C(CSc1nc2[nH]ncc2c(=O)n1-c1ccccc1Cl)N1CCCC1,2.5,i,-10,0,0.1,-2.8,2,2.1,.
Cc1nn(C)c(C(=O)Sc2cccc(Cl)c2)c1[N+](=O)[O-],4.1,i,0,4,-1.6,-3.3,-1,-0.6,.
COc1ccccc1NS(=O)(=O)c1cccc(C(=O)N/N=C/c2ccc([N+](=O)[O-])o2)c1,0.4,i,-9,22,2.3,1.0,3,.,-1.5
Cc1nc2cc(-c3ccccc3)nn2c(C)c1CCC(=O)NCc1ccco1,1.3,-0.3,29,8,-0.7,-0.7,6,2.2,-1.0

(cont.)
mol,TcdB GH inh,BH1578 lux ind,Yp Topo-I inh,GDH-TPI inh,PfHsp40 yeast,FadD28 binding,FBA Mtb inh,UGM FP inh,BioA inh
Cc1ccc(NC(=O)CCNC(=O)c2ccccc2Cl)cc1S(=O)(=O)N(C)C,.,-0.9,-3,-3,-0.7,2.3,0,2.3,-2.6
COc1ccc(-c2onc(C)c2-c2ccccc2)c(O)c1,.,-0.6,4,10,1.1,-6.4,3,-3.5,-1.0
COc1ccccc1N(CC(=O)N1CCCCCC1)S(=O)(=O)c1ccc(C)cc1,1.5,-0.2,19,-10,0.4,0.9,-1,-1.3,0.8
CCn1c2ccccc2c2cc(/C=N/NC(=O)c3cc(O)cc(O)c3)ccc21,0.7,-0.3,-6,15,2.5,-6.9,16,-1.0,1.0
Cc1cc(C)c(C#N)c(Nc2cccc(Br)c2)n1,1.3,-0.7,-1,7,-0.1,-1.2,1,1.3,4.5
COc1cc2cc(CCOC(=O)c3ccc(C(F)(F)F)cc3)oc(=O)c2cc1OC,.,-0.6,26,17,-0.1,-0.5,3,-0.1,-1.0
CS(=O)(=O)N(Cc1ccc(F)cc1)Cc1nc2ccccc2c(=O)[nH]1,.,i,8,4,-0.2,-1.0,3,-0.7,-4.6
CN(C(=O)COC(=O)c1ccc2ccccc2n1)c1ccccc1,0.0,i,-3,18,1.3,-0.3,3,-1.7,-1.6
Cc1ccc(SCC2CNc3nc4ccccc4c(=O)n32)c(C)c1 (stereo not drawn),.,i,1,1,0.0,-3.1,1,.,1.1
O=C(CCC(=O)N(CC(=O)NC1CCCC1)Cc1ccc(F)cc1)Nc1nccs1,0.8,-0.3,-1,-8,-0.4,-4.4,0,-1.6,1.7
COc1cc(NC(=O)Nc2nnc([C@@H]3C[C@H](O)[C@@H](CO)O3)s2)cc(OC)c1OC,-0.8,-0.6,6,6,.,1.1,-1,.,-0.6
Cc1cc(NC(=O)C(C)SCC(=O)OC(C)C(=O)Nc2cccc(C#N)c2)no1 (stereo not drawn),-0.2,i,-8,7,0.4,-0.3,7,0.0,-1.2
Fc1ccc(C(c2nnnn2CCc2ccccc2)N2CCCc3ccccc32)cc1 (stereo not drawn),.,i,-3,0,-0.3,-0.3,-2,1.4,-0.4
COc1ccc(C(=O)NC(=S)Nc2ccccc2F)cc1,.,-0.3,-1,10,-1.1,-1.8,-1,-0.3,.
Cc1ccccc1S(=O)Cc1ccc(C(=O)NCCN2CCOCC2)o1 (stereo not drawn),0.9,-2.4,5,1,0.4,-3.0,-2,2.1,-0.5
COC(=O)c1ccc(COc2ccc(C(=O)c3ccccc3)cc2)o1,1.6,i,30,1,3.3,-4.1,-2,0.3,-0.5
CCC(=O)N1CCN(c2ccc(Cl)cc2NC(=O)c2cccc([N+](=O)[O-])c2)CC1,1.0,0.6,6,-1,1.1,0.2,-1,0.4,1.8
CCN(CC)C(=O)c1ccc(NS(=O)(=O)c2ccc(/C=C/C(=O)O)cc2)cc1,0.7,-0.9,9,8,-0.9,0.6,3,-2.3,.
CCOc1ccc(C(=O)c2cc([N+](=O)[O-])ccc2Cl)cc1,.,-3.4,4,-1,13,-2.8,-4,.,-1.2
CC(C)(C)c1ccc(OCCNC(=O)c2ncn[nH]2)cc1,.,i,0,-3,2.1,-9.3,-1,-2.8,-0.1
O=C(Nc1ccc(Cl)cn1)c1cccc(S(=O)(=O)N2CCOCC2)c1,.,5.3,0,-10,0.9,-0.2,-2,-6.2,2.2
Cn1c(C(=O)c2ccccc2)nc2ccccc21,2.1,i,7,19,0.4,.,1,0.7,-0.4
COc1ccc(/C=N/N=C(\N)c2nonc2N)cc1OC,-0.4,-0.3,-3,29,-1.6,0.6,1,-1.7,.
O=C(CCNC(=O)c1ccccc1Cl)Nc1nc(-c2ccc(F)cc2)cs1,1.2,-0.2,6,3,-1.6,-2.0,3,0.3,.
CCOC(=O)C1=C(N)N(c2ccccc2)C2=C(C(=O)CCC2)C1c1cccnc1 (stereo not drawn),.,-0.3,10,0,-0.6,-2.9,3,-3.6,.

Continued.
mol,TcdB GH inh,BH1578 lux ind,Yp Topo-I inh,GDH-TPI inh,PfHsp40 yeast,FadD28 binding,FBA Mtb inh,UGM FP inh,BioA inh
O=C(NCCN1CCOCC1)c1cc(-c2cccs2)nc2ccccc12,-0.4,0.0,-10,-1,-0.2,-3.3,68*,-0.7,1.3
CCOc1cc(/C=N/N2CCOCC2)ccc1OCc1ccc(C(=O)OC)o1,0.4,i,-2,9,-1.5,-0.6,18,0.6,-1.2
CC(C)(C)N(Cc1nc(-c2ccccc2)no1)C(=O)c1ccc2c(c1)OCO2,-2.3,-0.5,37,-6,1.0,-5.0,0,-1.2,0.3
O=C(NNS(=O)(=O)c1ccc(Br)cc1)c1sccc1-n1cccc1,-0.7,-1.2,4,2,1.7,-2.8,-2,1.7,.
N#Cc1ccccc1CSc1nc(N2CCCCC2)nc(N2CCCCC2)n1,.,i,-5,-11,-0.3,0.1,12,-0.4,-0.9
Cc1ccc(OCC(=O)N2CCCCCCC2)cc1C,2.0,i,12,6,1.2,0.0,-1,1.5,-0.8
COc1cc(C(C)=O)ccc1OC(=O)C(C)N1C(=O)c2ccccc2C1=O (stereo not drawn),.,-0.5,9,12,-0.2,-2.5,-1,1.5,-1.1
CCC(=O)N(CCc1ccccc1)Cc1cc2cc3c(cc2[nH]c1=O)OCO3,.,-0.4,14,14,0.7,-2.3,40*,-2.3,-0.1
COc1ccc(C2=NOC(C(=O)Nc3ccc4c(c3)OCO4)C2)cc1OC (stereo not drawn),1.2,-0.4,-7,-5,-0.2,-3.2,1,-1.1,.
CCc1cccc(NC(=O)c2cc(S(=O)(=O)N(C)C)ccc2N2CCCC2)c1,0.9,-0.1,30,13,0.0,0.0,-1,0.3,0.0
COc1cc(/C=N/NC(=O)c2ccc3c(c2)OCCO3)cc(Cl)c1O,0.4,-0.2,0,29,0.2,1.6,14,-1.9,-1.8
CCOC(=O)C1=NNC(C(=O)c2ccc(OC)cc2)C1c1ccccc1 (stereo not drawn),.,-0.3,11,5,1.5,-4.2,-6,2.1,-1.8
Cn1cc(CN2CCN(CCc3ccccc3)C(CCO)C2)cn1 (stereo not drawn),1.3,.,-2,6,-0.5,-4.0,-1,1.5,.
COc1ccc(-c2nnc(SC(C)C(=O)Nc3c(C)n(C)n(-c4ccccc4)c3=O)o2)cc1 (stereo not drawn),.,0.9,-5,11,?,-0.1,-2,-0.3,-0.2
COc1cc(NC(=O)Nc2cccc([N+](=O)[O-])c2)cc(OC)c1,.,-0.2,-4,-5,0.3,-0.1,6,-5.4,.
COc1ccc(NC(=O)CN(c2ccc([N+](=O)[O-])cc2)S(=O)(=O)c2ccccc2)c(OC)c1,0.0,-0.3,11,6,1.6,-1.7,2,-2.3,0.4
CCOc1cccc(C2NCc3ccccc3-n3cccc32)c1O (stereo not drawn),.,-0.4,2,9,-0.2,1.2,1,-0.3,4.1
Cc1ccc(CSc2nnc(-c3ccco3)o2)cc1,.,i,5,5,2.0,-0.2,5,0.7,7.2

Gathered by group, the compounds so far containing two or more sulfur atoms
mol,TcdB GH inh,BH1578 lux ind,Yp Topo-I inh,GDH-TPI inh,PfHsp40 yeast,FadD28 binding,FBA Mtb inh,UGM FP inh,BioA inh
CN(CC(=O)Nc1ccccc1Cl)C(=O)CSc1nc2ccccc2s1,1.0,-0.3,15,-5,1.2,-1.9,2,-0.2,1.1
O=C(NNS(=O)(=O)c1ccc(Br)cc1)c1sccc1-n1cccc1,-0.7,-1.2,4,2,1.7,-2.8,-2,1.7,.

Full records, looked up by structure. Values in the order: TcdB GH inh | BH1578 lux ind | Yp Topo-I inh | GDH-TPI inh | PfHsp40 yeast | FadD28 binding | FBA Mtb inh | UGM FP inh | BioA inh
Shown for COc1ccccc1N(CC(=O)N1CCCCCC1)S(=O)(=O)c1ccc(C)cc1 → 1.5 | -0.2 | 19 | -10 | 0.4 | 0.9 | -1 | -1.3 | 0.8
Shown for O=C(NCCN1CCOCC1)c1cc(-c2cccs2)nc2ccccc12 → -0.4 | 0.0 | -10 | -1 | -0.2 | -3.3 | 68* | -0.7 | 1.3

Outcome played no part in choosing rows; any-hit rate near 4.6%.
